Source: PubChem (National Center for Advancing Translational Sciences (NCATS))
Mito fusion act = mitochondrial division inhibition or fusion activation; S. cerevisiae fusion-defective mutant growth rescue, CellTiterGlo 48 h; Potency, µM (highest dose often 46.1 µM), without a hit: top-dose growth rescue (activation), most hits filed as activators; 320,000 compounds, 0.23% hits;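 note: potency is the fitted concentration of half-maximal effect; % of control where 0% means no effect; nearly all actives have a fitted effect of over 45% in size; temperature-sensitive fusion mutants such as fzo1-1 at 37 °C on non-fermentable ethanol glycerol medium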
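Luminescent cell viability in 1536-well qHTS format served as the measure of rescued growth in ts fusion-mutant S. cerevisiae cultured on non-fermentable YPEG for 48 hours at 37C.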
BCR signal inh = chronic active BCR signaling inhibition | 340,000 compounds, 0.05% hits | Potency, µM (highest dose often 46.1 µM), without a hit: at the top dose ratio change, negative = lower green/red ratio, usual class: inhibitors | ABC-DLBCL IkBa-CBG/CBR reporter, luminescence ratio, 4 h; active = well fitted inhibition curve with a large enough effect in the signal ratio, with a control signal flat, not every such curve was filed as active; inconclusive = small, poorly fitted or top-dose-only effect, or effect the other way, or a change in a side signal; the % refers to the signal ratio;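 note: potency is the fitted concentration of half-maximal effect; plate controls were basal doxycycline-induced cells for no effect and cells given 10 µM MG132 for full effect; MG132 reads +100%, hits lower the ratio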
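Compounds up to 46 uM were incubated four hours with TMD8 cells whose green CBG68 luciferase is fused to IkappaBalpha; red CBR luminescence normalised the signal, and concentration-effect curves were fitted to fusion, red and ratio data.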
uPA generation = cell surface uPA generation inhibition | cell surface uPA generation assay, qHTS | Potency, µM (series often up to 38.3 µM), for inactives: at the highest dose activity change, negative = inhibition, hits mostly inhibitors | 330,000 compounds, 0.31% hits; active = well fitted inhibition curve with a large enough effect; inconclusive = small, poorly fitted or top-dose-only effect; inactive = no such curve, though single readings can be large or run the other way; tested in mouse RAW 264.7 cells; note: potency is the fitted concentration of half-maximal effect; % is set by controls: 0 for no effect and ±100 for the full control effect; nearly all actives have a fitted effect of over 55% in size
B2AR arrestin = recruits beta-arrestin to the human beta2-adrenergic receptor; P07550; beta-arrestin recruitment to beta2AR, cell-based reporter; Potency, µM (doses to about 46.1 µM), for the others: at the highest dose activation, actives largely listed as activators; 330,000 compounds, 0.02% hits; AID 492947;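 note: potency is the fitted concentration of half-maximal effect; 0% = DMSO controls and full agonism = EC100 isoproterenol or metaproterenol; nearly all actives have a fitted effect of over 65% in size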
Target sequence (P07550 whole entry, looked up): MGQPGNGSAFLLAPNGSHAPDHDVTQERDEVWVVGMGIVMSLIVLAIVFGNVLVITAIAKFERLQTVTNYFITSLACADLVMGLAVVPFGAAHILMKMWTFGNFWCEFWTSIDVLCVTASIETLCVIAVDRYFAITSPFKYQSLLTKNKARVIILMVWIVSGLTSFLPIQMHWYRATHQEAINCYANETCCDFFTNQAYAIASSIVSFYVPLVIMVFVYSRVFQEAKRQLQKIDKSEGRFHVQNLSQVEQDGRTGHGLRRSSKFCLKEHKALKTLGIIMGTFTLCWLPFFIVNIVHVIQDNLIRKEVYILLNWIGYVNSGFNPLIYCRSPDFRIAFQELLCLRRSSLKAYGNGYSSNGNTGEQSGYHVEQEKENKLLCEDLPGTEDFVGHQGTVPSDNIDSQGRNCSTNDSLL
Eya2 inh = blocks the phosphatase activity of human Eya2. AID 488837. 330,000 compounds, 0.006% hits. Potency, µM (titrated, usually from 76.9 µM), for the others: top-dose activity, negative = inhibition, most hits filed as inhibitors. O00167. recombinant Eya2, OMFP fluorescence dephosphorylation (OMFP is methylfluorescein phosphate); note: potency is the fitted concentration of half-maximal effect; % is set by controls: 0 for no effect and ±100 for the full control effect
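Eya2 protein (added as 0.2 uM solution) was preincubated with compound for 10 min at ambient temperature in 50 mM HEPES pH 7.5, 50 mM NaCl, 5 uM MgCl2, 0.05% BSA, 1 mM DTT. OMFP (added at 50 uM) then reacted 10 min; fluorescence read at 485/525 nm.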
TSG101-PTAP inh = blocks PTAP/TSG101 interaction to inhibit HIV-1 budding; 340,000 tested, under 10 active; Q99816; Fluorescence polarization, FITC-PTAP peptide / Tsg101 binding; Potency, µM (series often up to 115 µM), inactives show top-dose activity change, negative = inhibition, hits mostly inhibitors; AID 493005; active = well fitted inhibition curve with a large enough effect in the main read-out, with a control signal flat, not every such curve was filed as active; inconclusive = small, poorly fitted or top-dose-only effect, or effect the other way, or a change in a side signal; inactive = no such curve, though single readings can be large or run the other way; note: potency is the fitted concentration of half-maximal effect; % of control where 0% means no effect
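Fluorescence anisotropy tracks displacement of a FITC-tagged PTAP peptide (50 nM) from the Tsg101 binding domain (10 uM), following a 20 min room-temperature incubation at pH 7.5.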
TSHR antagonist = antagonists of human thyroid stimulating hormone receptor. P16473. TSHR-expressing cells, TSH-stimulated cAMP HTRF, 2 h; active compounds read low. activity change, negative = inhibition, % at 11.5 µM. 330,000 compounds, 0.2% hits. AID 504810;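 active = activity change below a set negative limit, meaning inhibition stronger than a set level, cut at about -70% in these data; inconclusive = activity change between two set negative limits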; note: % is set by controls: 0 for no effect and ±100 for the full control effect
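TSHR-expressing cells, 200/well, pre-treated with compound, then stimulated with EC80 TSH (4nM final) for 2 hours at 37 deg C. cAMP measured by competitive HTRF: anti-cAMP cryptate antibody in lysis buffer plus cAMP-d2, read after 30 minutes at room temperature.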
USP2a block = inhibitors of human ubiquitin-specific protease USP2a; AID 463254; 330,000 compounds, 0.01% hits; USP2 core, Ub-CHOP2 coupled fluorogenic reporter, 485/531; Potency, µM (series often up to 38.3 µM), inactives show top-dose activity change, negative = inhibition, hits mostly inhibitors; O75604;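 note: potency is the fitted concentration of half-maximal effect; plate controls were DMSO wells for no effect and full inhibition by NEM control for full effect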
Target sequence (O75604 whole entry, looked up): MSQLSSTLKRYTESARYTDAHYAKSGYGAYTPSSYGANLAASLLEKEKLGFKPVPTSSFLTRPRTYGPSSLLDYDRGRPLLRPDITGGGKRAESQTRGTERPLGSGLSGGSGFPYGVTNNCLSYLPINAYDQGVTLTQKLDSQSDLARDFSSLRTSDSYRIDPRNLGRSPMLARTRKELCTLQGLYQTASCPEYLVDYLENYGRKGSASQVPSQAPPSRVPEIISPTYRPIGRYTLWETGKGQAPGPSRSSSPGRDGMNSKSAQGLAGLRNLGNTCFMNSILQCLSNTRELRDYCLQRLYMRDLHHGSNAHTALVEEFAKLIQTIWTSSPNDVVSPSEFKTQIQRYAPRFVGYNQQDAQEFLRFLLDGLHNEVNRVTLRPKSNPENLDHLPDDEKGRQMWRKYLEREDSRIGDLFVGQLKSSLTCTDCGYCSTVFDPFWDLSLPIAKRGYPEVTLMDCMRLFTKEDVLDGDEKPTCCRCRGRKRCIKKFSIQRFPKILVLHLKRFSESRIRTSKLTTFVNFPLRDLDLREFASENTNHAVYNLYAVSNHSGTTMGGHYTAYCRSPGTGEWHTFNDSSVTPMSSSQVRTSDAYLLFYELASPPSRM
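Deubiquitinase activity read as fluorescence (485/531 nm) after Ub-CHOP2 cleavage activates the enterokinase reporter on its substrate; USP2 core 10nM, Ub-CHOP2 and substrate 25nM each, 30min compound preincubation then 60min RT; data normalized to NEM, curves fitted.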
Tb PFK inh = inhibitors of T. brucei phosphofructokinase | AID 485367 | T. brucei PFK, ADP-Glo luminescence | 330,000 compounds, 0.17% hits | Potency, µM (top dose mostly 57.5 µM), inactives show at the highest dose activity, negative = inhibition, actives largely listed as inhibitors;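 note: potency is the fitted concentration of half-maximal effect; 0% = uninhibited 1x PFK enzyme wells and -100% = no-enzyme wells; nearly all actives have a fitted effect of over 60% in size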
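Luminescent ADP detection (ADP-Glo, two-step: ATP depletion then ADP-to-ATP conversion for luciferase) reported PFK activity after 45 min room-temperature reaction of 1.25 nM enzyme with 0.5 mM F6P and 0.1 mM ATP at pH 8.0.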
TCR act = activators of T cell receptors; primary human leukocytes, anti-CD3, IL-2 HTRF, 48 h; Potency, µM (series often up to 9.22 µM), for inactives: at the highest dose activation of IL-2 secretion, usual class: activators; 330,000 tested, under 10 active; AID 504894; note: % of control where 0% means no effect
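TCR engagement came from a-CD3 beads alone, with compounds added to primary human leukocytes for 48 hr. Secreted IL-2 bridged europium cryptate- and d2-labelled anti-IL-2 antibodies, giving FRET emission at 665nm after 320nm excitation.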
ELG1 repair inh = blocks ELG1-dependent DNA repair in HEK293T cells. HEK293T ELG1-luciferase reporter, luminescence, 16 h; DNA damage induced by 5-fluorouridine. Potency, µM (doses to about 46.1 µM), for inactives: top-dose activity change, negative = inhibition, usual class: inhibitors. 330,000 compounds, 2.3% hits; note: potency is the fitted concentration of half-maximal effect; % is set by controls: 0 for no effect and ±100 for the full control effect; nearly all actives have a fitted effect of over 55% in size
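Luminescence from the luciferase reporter, measured 30 min after ONE-Glo reagent at room temperature, was the read-out. Beforehand, 2,000 cells per well were exposed for 16 hr at 37 °C to 5-fluorouridine together with compound or vehicle.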
Active calls of the source: *; ? = inconclusive; / = not tested or not shown; [ ] = another dose, or the depositor's remark. Unless noted, calls come from the whole dose curve; as a rule, active = well fitted curve in the direction sought with a large enough effect; inconclusive = small, poorly fitted or top-dose-only effect, or another doubt; inactive = no such curve, though single readings can be large; an effect the other way counts as inactive or inconclusive.

SMILES | Mito fusion act | BCR signal inh | uPA generation | B2AR arrestin | Eya2 inh | TSG101-PTAP inh | TSHR antagonist | USP2a block | Tb PFK inh | TCR act | ELG1 repair inh
CN1Cc2sc(NC(=S)NC(=O)c3ccccc3)c(C#N)c2CC1(C)C | -3.5% | ? | -6.5% | -0.4% | ? | -0.9% | -7.1 | 5.4% | -18.9% | 2.0% | ?
O=[N+]([O-])c1cc(Br)c(Nc2ccccc2)c([N+](=O)[O-])c1 | -75.1%[inhibitor] | ? | ? | 0.3% | 13.7% | -2.8% | -5.9 | -1.4% | -4.5% | 3.8% | -13.2%
C=CCn1cc(CN2CCC(C(=O)Nc3ccc(Oc4cccnc4)cc3)CC2)c(C)n1 | -16.3% | 3.1% | 4.0% | 0.3% | 2.0% | 0.5% | -9.1 | -0.9% | 12.5% | 7.5% | -2.5%
O=C(NC1CC1)c1ccc(Cl)c(S(=O)(=O)N2CCOCC2)c1 | -1.7% | -10.6% | -1.0% | -0.3% | -0.1% | 1.1% | 5.3 | 3.9% | -5.6% | -5.1% | 23.0%
CCOCCCn1c(SCC(=O)Nc2ccc(C(N)=O)cc2)nc2ccccc2c1=O | 2.2% | 2.4% | 0.8% | -0.6% | 17.9% | -4.9% | 19.3 | 1.3% | 7.4% | 1.0% | ?
COc1ccc(C(=O)Nc2cccc(-c3cc4ccccc4oc3=O)c2)cc1[N+](=O)[O-] | 2.6% | ? | 0.7% | 0.1% | 4.9% | -0.4% | -6.1 | -10.1% | -2.4% | 0.8% | -3.7%
O=C(COC(=O)/C=C/c1ccccc1)NC1CCCC1 | / | 3.9% | 5.2% | 0.0% | -11.9% | -0.3% | / | 1.9% | -3.2% | -9.7% | 20.2%
CCn1c(SCC(=O)Nc2ccc3c(c2)OCCO3)nnc1C1CC1 | -6.2% | -3.7% | -3.5% | 3.4% | 6.3% | 1.3% | -13.5 | 2.8% | 0.1% | -1.4% | 16.3%
CC(=O)c1ccc(NC(=O)CSc2nc(N3CCOCC3)nc(N3CCOCC3)n2)cc1 | 6.0% | -1.1% | 5.5% | 0.2% | -13.0% | -1.5% | 42.6 | -2.7% | -1.0% | -34.5% | ?
COc1ccc(/C=N/Nc2nc(N3CCCC3)nc(N3CCCC3)n2)cc1O | -4.5% | 5.3% | -7.7% | -1.1% | 1.8% | -0.4% | 2.6 | 0.8% | -2.9% | -7.3% | ?
Cc1nnc(SCc2ccc(F)cc2)n1NC/C=C/c1ccccc1 | 5.4% | -1.1% | -2.6% | 0.1% | -8.7% | 1.0% | -5.6 | 0.4% | 0.6% | -1.6%[46.1 µM] | ?
C=CCNC(=S)NNC(=O)c1csc(CC)c1 | -7.3% | 0.2% | 1.0% | -2.3% | 4.7% | -3.8% | 24.8 | 3.9% | -6.6% | -2.4%[46.1 µM] | 0.9%
CCc1cccc(OCC(=O)Nc2ccc(C(=O)O)cc2NC(=O)COc2cccc(CC)c2)c1 | -0.4% | ? | 4.5% | 0.3% | -17.5% | -5.3% | -15.3 | -0.4% | -0.6% | 6.8% | 1.0%
CCc1ccc(C2=Nn3c(nnc3-c3cccs3)SC2)cc1 | -8.0% | -16.4% | -12.7% | 0.1% | -21.0% | -1.5% | -4.5 | 0.6% | -0.3% | / | -26.3%
COc1ccc(CCNC(=O)C(=O)NCc2ccc(C(C)C)cc2)cc1OC | -0.9% | -0.7% | -1.3% | 0.4% | 22.2% | -0.8% | -2.3 | 1.1% | 0.6% | 4.7% | -4.1%
CCn1nc(C(=O)OCC(=O)Nc2nc(-c3ccc(OC)cc3)cs2)c2ccccc2c1=O | -7.8% | -5.2% | -14.9% | 0.0% | 2.5% | -7.5% | -24.6 | -0.3% | 0.0% | -0.2%[46.1 µM] | ?
O=C(COc1cccc2ccccc12)N/N=C/c1ccc(Sc2nc3ccccc3s2)o1 | 6.8% | 9.9% | 1.2% | -0.2% | -3.0% | -3.8% | -2.6 | 0.1% | -3.1% | -7.8% | -12.4%
O=C(c1c(Cl)cccc1Cl)N1CCN(c2ccccn2)CC1 | 10.7% | -1.1% | / | -0.1% | 5.6% | -10.2% | 18.7 | 2.8% | -8.3% | -2.0% | ?
Cc1onc(-c2ccccc2)c1C(=O)N/N=C/c1cc(Br)c(O)c(Br)c1 | 0.6% | ? | 5.1% | -0.5% | 19.5% | -3.1% | -23.6 | -0.7% | -1.7% | -3.1% | -3.3%
COCCNC(=O)/C(C#N)=C/C=C/c1ccccc1[N+](=O)[O-] | -2.8% | ? | -8.9% | 0.1% | -11.8% | -3.3% | 0.4 | 7.6% | 15.8% | -0.8% | ?
CC(C)CC(NC(N)=O)C(=O)NCCc1ccc(Cl)cc1Cl (stereo unspecified) | 1.1% | 2.2% | -44.9% | 0.1% | -1.4% | -3.4% | 10.9 | 1.2% | -6.9% | -2.6% | 3.7%
Cc1cccn2c(=O)c3cc(C(=O)NCCCOC(C)C)sc3nc12 | 3.0% | -4.3% | -3.8% | 0.2% | -25.6% | -3.6% | -7.0 | -1.2% | 1.6% | -6.1% | -0.5%
CC1CCCN(CC(O)COc2ccc3c(c2)OCO3)C1 (stereo unspecified) | -4.5% | -11.9% | 2.6% | 0.0% | -3.6% | -3.6% | -3.1 | 0.2% | -0.1% | 2.4% | 2.3%
CCOC(=O)c1nnn(CC(=O)NC(=O)Nc2cccc(CC)c2)c1C(=O)OCC | -1.4% | ? | 13.7% | -0.1% | 7.4% | -4.4% | -0.2 | 1.0% | -5.8% | 3.5% | -0.6%
CC(O)CNCCCCOc1ccc(OCc2ccccc2)cc1 (stereo unspecified) | 5.2% | ? | 3.6% | -0.3% | 5.3% | 2.1% | 10.5 | -1.9% | -0.8% | 3.6% | ?
Continued:
SMILES | Mito fusion act | BCR signal inh | uPA generation | B2AR arrestin | Eya2 inh | TSG101-PTAP inh | TSHR antagonist | USP2a block | Tb PFK inh | TCR act | ELG1 repair inh
CCNc1nc(NCC)n2c(SC(C(=O)Nc3cc(C)ccc3OC)c3ccccc3)nnc2n1 (stereo unspecified) | -3.9% | ? | -7.6% | 6.9% | -8.0% | -7.6% | 11.4 | -3.4% | -1.0% | 1.3%[46.1 µM] | 23.1µM*
CCOC(=O)N1CCN(C(=O)CSc2ncccn2)CC1 | 1.5% | -8.4% | 5.7% | 0.0% | 8.3% | -6.3% | 0.6 | 5.5% | 0.5% | -5.3% | 6.6%
CC(C)CN(C(=O)CN1CCc2ccccc21)c1c(N)n(CC(C)C)c(=O)[nH]c1=O | -0.2% | -2.6% | 7.3% | 0.1% | 27.7% | -2.8% | 0.0 | 6.7% | -0.8% | 0.3% | -4.1%
Cc1[nH]c(C)c(S(=O)(=O)N2CCN(c3cccc(Cl)c3)CC2)c1C(=O)N1CCCCC1 | 9.6% | 5.2% | 0.4% | 0.0% | -2.8% | -0.8% | -1.3 | 2.7% | 0.0% | -6.2% | 15.7%
Cc1[nH]nc2c1C(Cc1ccccc1)C(C#N)=C(N)O2 (stereo unspecified) | -3.1% | -0.7% | 5.7% | -0.8% | -10.9% | -2.0% | 6.2 | -1.1% | -3.1% | -5.4% | 0.0%
CCOc1ccc(N2CC(C(=O)Nc3ccc(S(=O)(=O)Nc4nccs4)cc3)CC2=O)cc1 (stereo unspecified) | 2.4% | 0.2% | 2.2% | -0.2% | 18.9% | -2.6% | -5.1 | 0.6% | -0.5% | -1.0% | -10.5%
CC(=O)Nc1sc(C)c(C)c1C(=O)OCC(=O)N(CC(C)C)C1CCS(=O)(=O)C1 (stereo unspecified) | 0.2% | 1.9% | -4.2% | -0.2% | -9.0% | -2.7% | 3.5 | 1.5% | -4.0% | -1.2%[46.1 µM] | -16.8%
COc1ccc(C(=O)OCC(=O)NCc2ccco2)cc1S(=O)(=O)N1CCN(c2cccc(Cl)c2)CC1 | -2.0% | ? | -8.0% | -0.1% | -28.1% | -4.4% | -20.8 | 0.9% | 1.4% | 6.7% | ?
CSc1nsc(SCC(=O)N2CCCc3ccccc32)n1 | 11.6% | -1.4% | -0.4% | -2.4% | 5.8% | 2.6% | -0.9 | -1.6% | -3.0% | 8.9% | -23.7%
CN(C)CCCNC(=O)C[C@H]1C[C@H](C(=O)N2CCCCC2)[C@@]2(CCc3ccccc3)c3[nH]c4cc(CCC(=O)N(C)C)ccc4c3CCN2C1=O | / | 4.8% | -4.9% | 0.4% | 0.2% | -7.7% | 9.4 | 0.1% | -3.5% | 2.5%[46.1 µM] | 22.5%
